ROC1-CUL1 inh: human ROC1-CUL1 E3 ligase inhibition; inhibition, % at 10 µM; 140,000 tested, 0.6% active; in vitro K48 di-Ub FRET, acceptor:donor ratio, 45 min; P62877+Q13616; in the data active = inhibition above about 25%
Target sequence (P62877 whole entry, looked up): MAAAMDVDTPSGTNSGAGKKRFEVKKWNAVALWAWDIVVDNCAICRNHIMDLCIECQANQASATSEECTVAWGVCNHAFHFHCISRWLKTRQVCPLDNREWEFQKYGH
Target sequence (Q13616 whole entry, looked up): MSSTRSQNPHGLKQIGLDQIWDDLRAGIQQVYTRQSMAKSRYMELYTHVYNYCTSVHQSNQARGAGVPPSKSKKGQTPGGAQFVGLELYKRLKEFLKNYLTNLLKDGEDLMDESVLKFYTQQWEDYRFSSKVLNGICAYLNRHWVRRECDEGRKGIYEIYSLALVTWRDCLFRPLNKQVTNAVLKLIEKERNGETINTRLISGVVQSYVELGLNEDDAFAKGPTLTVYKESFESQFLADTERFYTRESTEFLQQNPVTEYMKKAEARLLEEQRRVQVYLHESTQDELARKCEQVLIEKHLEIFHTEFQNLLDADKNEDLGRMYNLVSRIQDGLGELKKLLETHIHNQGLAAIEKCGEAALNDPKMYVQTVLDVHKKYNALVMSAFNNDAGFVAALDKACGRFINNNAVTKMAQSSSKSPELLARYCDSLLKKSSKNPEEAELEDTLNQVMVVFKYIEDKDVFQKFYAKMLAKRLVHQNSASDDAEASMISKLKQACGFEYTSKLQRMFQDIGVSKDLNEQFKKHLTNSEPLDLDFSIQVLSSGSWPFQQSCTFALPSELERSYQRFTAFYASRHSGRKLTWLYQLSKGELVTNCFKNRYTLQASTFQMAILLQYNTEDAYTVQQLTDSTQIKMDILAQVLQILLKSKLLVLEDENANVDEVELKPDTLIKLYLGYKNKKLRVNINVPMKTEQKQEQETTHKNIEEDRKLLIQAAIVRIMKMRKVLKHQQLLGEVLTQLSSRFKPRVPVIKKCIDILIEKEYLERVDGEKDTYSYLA
Active calls of the source: *.

> Cc1ccc(-n2nnnc2-c2cnoc2-c2cccs2)cc1
  ROC1-CUL1 inh: 4
> CCCCc1nn2c(=O)cc(COC(=O)c3cccc(Cl)c3)nc2s1
  ROC1-CUL1 inh: 5
> COc1ccc(OC)c(NC(=O)c2sc3nc(-c4ccc(OC)c(OC)c4)ccc3c2N)c1
  ROC1-CUL1 inh: 0
> COc1ccc(CC2(CO)CCN(CC#Cc3ccccc3)CC2)cc1
  ROC1-CUL1 inh: 0
> CCOc1ccc(CNS(=O)(=O)c2cc3c(cc2C)NC(=O)CO3)cc1
  ROC1-CUL1 inh: -1
> CCCCC12CN3CC(C)(CN(C1)C3c1cc(Br)ccc1O)C2=O (configuration not stated)
  ROC1-CUL1 inh: 6
> CCOC(=O)N1CCc2c(sc(NCc3cccc(F)c3)c2C(=O)Nc2ccc(OC)cc2)C1
  ROC1-CUL1 inh: 11
> CC1CCc2c(sc3nnn(CC(=O)Nc4cccc5ccccc45)c(=O)c23)C1 (configuration not stated)
  ROC1-CUL1 inh: -3
> C=CCNS(=O)(=O)c1ccc2c(c1)n(C)c(=O)n2C
  ROC1-CUL1 inh: 5
> O=C(CN1C(=O)c2cccc3cccc(c23)C1=O)N1CCCC1
  ROC1-CUL1 inh: 8
> c1ccc(CNc2nnnn2-c2ccccc2)cc1
  ROC1-CUL1 inh: 15
> CCc1cccc(C)c1NC(=O)CN1C(=O)c2ccccc2Sc2ncccc21
  ROC1-CUL1 inh: 4
> Cn1ccnc1CN1CCCC(CCc2ccc(F)c(F)c2)C1 (configuration not stated)
  ROC1-CUL1 inh: 6
> Cc1occc1C(=O)N(C)C(Cc1ccccc1F)C1CCN(C(=O)CSc2ccccn2)CC1 (configuration not stated)
  ROC1-CUL1 inh: -3
> COc1ccccc1N1CCN(S(=O)(=O)CCNC(=O)C(c2ccccc2)c2ccccc2)CC1
  ROC1-CUL1 inh: -7

> COc1ccc(NC(=O)CSC2=Nc3ccccc3C3=NC(CC(=O)NCc4ccccc4OC)C(=O)N23)cc1Cl (configuration not stated)
  ROC1-CUL1 inh: 5
> COC(=O)c1cc(NS(=O)(=O)c2ccc(OC)cc2)ccc1O
  ROC1-CUL1 inh: 5
> O=C(Nc1cc(Oc2ccc(I)cc2)cc([N+](=O)[O-])c1)c1cc2nc(-c3ccccc3)cc(C(F)(F)F)n2n1
  ROC1-CUL1 inh: -2
> COc1cc(OC)cc(C2c3c(n[nH]c3-c3ccc(C)c(C)c3)OC(=N)C2C#N)c1 (configuration not stated)
  ROC1-CUL1 inh: 2
> CC(C#N)n1nc(Cl)c2cc(Cl)c(N3C(=O)C4=C(CCCC4)C3=O)cc21 (configuration not stated)
  ROC1-CUL1 inh: 2
> O=S(=O)(CCc1nc2ccccc2[nH]1)c1ccc(Cl)cc1
  ROC1-CUL1 inh: 2
> COCCCn1c(C)cn2c3c(=O)[nH]c(=O)n(C)c3nc12
  ROC1-CUL1 inh: 2
> COc1cc(CNC2CCCCC2)ccc1OCC(O)CN1CCCCCC1 (configuration not stated)
  ROC1-CUL1 inh: -6
> CC(=O)N1CCC(C(=O)Nc2ccc(Oc3ccccc3)cc2)CC1
  ROC1-CUL1 inh: -1
> Cc1ccc(S(=O)(=O)Oc2c(C)ccc3c2N(C)C2c4ccccc4CC32)cc1 (configuration not stated)
  ROC1-CUL1 inh: -2
> CN(C)C(=S)N1C(=S)N(c2ccccc2)C(=Nc2ccccc2)C1=Nc1ccccc1
  ROC1-CUL1 inh: 3
> N#C/C(=C\c1ccc(-c2ccccc2C(=O)O)o1)c1nc2ccccc2[nH]1
  ROC1-CUL1 inh: -10
> O=C1COc2cc(S(=O)(=O)NCc3ccco3)c(Cl)cc2N1
  ROC1-CUL1 inh: 0
> CCN(C1CCCCC1)S(=O)(=O)c1cc(OC)c(C)cc1C
  ROC1-CUL1 inh: -4
> Cc1nc(-c2ccc(O)c(O)c2)cs1
  ROC1-CUL1 inh: 2

> O=C(c1ccc2c(c1)N(Cc1ccc(Cl)cc1)C(=O)c1ccccc1S2(=O)=O)N1CCc2ccccc21
  ROC1-CUL1 inh: -4
> COc1ccccc1C(=O)Nc1ccc(N2CCN(C(=O)CC(C)C)CC2)cc1
  ROC1-CUL1 inh: 6
> C[C@@H]1CN(C2(C(=O)NCC(C)(C)CO)Cc3ccccc3C2)C[C@H](C)O1
  ROC1-CUL1 inh: -2
> Cc1nn(-c2cccc(C(F)(F)F)c2)c(=O)c2ccccc12
  ROC1-CUL1 inh: 9
> CC1CCCCN1C(=O)CSc1nc2ccccc2nc1Cc1ccccc1 (configuration not stated)
  ROC1-CUL1 inh: -9
> CCOC(=O)C1C=Nc2nc(NCc3ccc(OCC)cc3)nn2C1=O (configuration not stated)
  ROC1-CUL1 inh: -4
> Cn1c(COc2ccc3ccccc3c2)nnc1SCC(=O)Nc1cccc2ccccc12
  ROC1-CUL1 inh: 8
> COc1ccc(N2CCN(c3ncnc4c3nc3n4CCCCC3)CC2)cc1
  ROC1-CUL1 inh: -6
> CCOC(=O)C1=C(c2ccccc2)N=c2s/c(=C\c3cc(Cl)c(O)c(OC)c3)c(=O)n2C1c1ccc2c(c1)OCO2 (configuration not stated)
  ROC1-CUL1 inh: -1
> COC(=O)c1ccccc1NC(=O)[C@H]1O[C@@H]2OC(C)(C)O[C@@H]2[C@H]2OC(C)(C)O[C@H]21
  ROC1-CUL1 inh: -3
> CC1(C)CC(=O)c2c(nc(SCC(N)=O)c(C#N)c2-c2ccccc2)C1
  ROC1-CUL1 inh: 8
> CC(=O)N1CCC(Oc2ccc(Cl)cc2C(=O)NCCN2CCCC2)CC1
  ROC1-CUL1 inh: 8
> CC(C)Oc1ccccc1/C=N\NS(=O)(=O)c1cc(Cl)ccc1Cl
  ROC1-CUL1 inh: -6
> CCc1ccc(NC(=O)CC2C(=O)N(c3cccc(C)c3)C(=O)N2Cc2ccc(F)cc2)cc1 (configuration not stated)
  ROC1-CUL1 inh: -3
> CC(C(=O)NC1CCCCC1)c1cccc(C(=O)c2ccccc2)c1 (configuration not stated)
  ROC1-CUL1 inh: 11

> O=C(/C=C(/Br)c1cnn(-c2ccccc2)c1)c1ccccc1
  ROC1-CUL1 inh: 5
> COc1ccc(CC(=O)NC(=S)Nc2ccccc2OC)cc1
  ROC1-CUL1 inh: 1
> Cc1c(C(=O)OC2CCCCC2)[nH]c2c1C(=O)CC(c1ccccc1Cl)C2 (configuration not stated)
  ROC1-CUL1 inh: -5
> CCCCc1ccc(-c2cc(C(=O)NC3CCCC3)c3cc(Br)ccc3n2)cc1
  ROC1-CUL1 inh: -6
> COc1ccc(Cl)cc1NC(=O)/C(C#N)=C/c1ccsc1
  ROC1-CUL1 inh: -3
> CCOC(=O)CSC1=N/C(=C\c2ccccc2)C(=O)N1CN1CCOCC1
  ROC1-CUL1 inh: 5
> C=C(C)Cn1c(=O)c2c(nc3n(CC(C)C)c(C)cn23)n(C)c1=O
  ROC1-CUL1 inh: -2
> Cc1ccc(Cn2ccnc2SCC(=O)NCc2ccccc2)cc1
  ROC1-CUL1 inh: 1
> CC1CC1C(=O)N1CCN(S(=O)(=O)c2ccc(Cl)s2)CC1 (configuration not stated)
  ROC1-CUL1 inh: -5
> COc1ccc(C)cc1NC(=O)C(Cc1ccccc1)NS(=O)(=O)c1ccc(Br)s1 (configuration not stated)
  ROC1-CUL1 inh: 11
> O=C(NC(=S)Nc1ccc(N2CCN(C(=O)c3ccccc3)CC2)cc1)c1ccco1
  ROC1-CUL1 inh: 8
> CCN1c2ccccc2C=C(Br)C1C(Cl)(Cl)Cl (configuration not stated)
  ROC1-CUL1 inh: 2
> Cc1cc(C)c2oc(-c3cc(N=C4CC=COC4=O)ccc3Cl)nc2c1
  ROC1-CUL1 inh: -7
> CCOC(=O)c1cnn(-c2nc3c(C)cccc3s2)c1C(F)(F)F
  ROC1-CUL1 inh: -4
> COc1ccccc1CN1CCCC(CO)(Cc2ccccc2C)C1 (configuration not stated)
  ROC1-CUL1 inh: 2

> CCN(CC)c1nc2ccccc2n2c(/C=C/c3ccccc3)nnc12
  ROC1-CUL1 inh: -6
> COC(=O)c1ccc(N2C(=O)CC(SC(=NCCc3ccc(S(N)(=O)=O)cc3)Nc3ccccc3)C2=O)cc1 (configuration not stated)
  ROC1-CUL1 inh: -3
> O=C(C1CCN(C2CCN(C/C=C/c3ccco3)CC2)CC1)N1CCOCC1
  ROC1-CUL1 inh: -3
> Fc1ccc(Nc2cccc3nonc23)c(F)c1
  ROC1-CUL1 inh: 6
> Cc1c(C(=O)N(C)Cc2cccc3ncccc23)sc2ncnc(NC[C@H]3C[C@@H]4C=C[C@H]3C4)c12
  ROC1-CUL1 inh: 7
> COc1ccc(S(=O)(=O)N2CCN(c3ccccc3)CC2)cc1C(=O)O
  ROC1-CUL1 inh: -6
> Cn1c(=O)c2nc(-c3ccccc3)c(-c3ccccc3)nc2n(C)c1=O
  ROC1-CUL1 inh: 3
> COc1ccc(OC)c(NC(=O)CSc2nnc3ccc4ccccc4n23)c1
  ROC1-CUL1 inh: 10
> COc1cccc(CC(C2CCN(C(=O)COc3ccccc3)CC2)N(C)Cc2ccccn2)c1 (configuration not stated)
  ROC1-CUL1 inh: 12
> Cn1ccnc1CN1CCN(C(=O)c2cc(COc3ccccc3)[nH]n2)CC1
  ROC1-CUL1 inh: -4
> CC(O)(COc1ccccc1)c1ccc2c(c1)CN(Cc1ccsc1)CCO2 (configuration not stated)
  ROC1-CUL1 inh: -1
> CSc1nc(N)nc(SCC(=O)c2ccc3c(c2)OCO3)c1C#N
  ROC1-CUL1 inh: 1
> O=c1oc(-c2ccncc2)nc2c(Cl)cccc12
  ROC1-CUL1 inh: 7
> Cc1ccccc1Oc1ccc(-n2c(C)ccc2C)cc1
  ROC1-CUL1 inh: -3
> COc1ccc(-n2c(SCC(=O)OC3CCCCC3)nnc2-c2ccccc2)cc1
  ROC1-CUL1 inh: -1

By substructure, the compounds so far containing a COOH group.
> N#C/C(=C\c1ccc(-c2ccccc2C(=O)O)o1)c1nc2ccccc2[nH]1
  ROC1-CUL1 inh: -10
> COc1ccc(S(=O)(=O)N2CCN(c3ccccc3)CC2)cc1C(=O)O
  ROC1-CUL1 inh: -6

Following part
> COc1ccc(C2=Nc3ccc(OC(F)(F)F)cc3NC(c3cccnc3)=N2)cc1
  ROC1-CUL1 inh: -4
> O=C(O)C1CCCN(C(=O)C2CCCCC2)C1 (configuration not stated)
  ROC1-CUL1 inh: 21
> CCOC(=O)C1=C(C)N=C2SCC(=O)N2C1c1cc(Cl)c(O)c(OC)c1 (configuration not stated)
  ROC1-CUL1 inh: 13
> O=S(=O)(Nc1ccccc1F)c1ccc(Cl)cc1
  ROC1-CUL1 inh: -5
> C=CCN1C(=O)/C(=C/c2ccccc2)SC1=NS(=O)(=O)c1ccc(C)cc1
  ROC1-CUL1 inh: -3
> CC1CNc2c(Br)cc(Br)cc2NC1=O (configuration not stated)
  ROC1-CUL1 inh: -10
> COc1ccc(-c2cc(=O)[nH]c(N3CCN(c4ccc(F)cc4)CC3)n2)cc1
  ROC1-CUL1 inh: 3
> COc1ccc(Cn2c(C(=O)O)c(CNCC(C)c3ccccc3)c3ccc(OC)cc32)cc1 (configuration not stated)
  ROC1-CUL1 inh: 3
> Cc1ccc2c(Cl)c(C(=O)N3CCN(c4ccccn4)CC3)sc2c1
  ROC1-CUL1 inh: -2
> CCOc1ccc(NC(=O)c2ccc3snnc3c2)cc1
  ROC1-CUL1 inh: -3
> CN=C1c2ccccc2OC(=O)C1N (configuration not stated)
  ROC1-CUL1 inh: 8
> NC(=O)C1CCCN(C(=O)c2coc(CN3CCN(c4ccccc4F)CC3)n2)C1 (configuration not stated)
  ROC1-CUL1 inh: 2
> Cc1cccc(N(CC(=O)Nc2ccc3ccccc3c2)S(=O)(=O)c2ccccc2)c1C
  ROC1-CUL1 inh: -1
> CCC1(CNC(=O)Nc2ncn[nH]2)CCC1
  ROC1-CUL1 inh: 3
> COc1cc(/C=N\NC(=O)Cc2cccs2)c(Br)c(Br)c1O
  ROC1-CUL1 inh: 5

Grouped by structure: the compounds so far with an aryl thioether with sulfur outside any ring.
> Cc1occc1C(=O)N(C)C(Cc1ccccc1F)C1CCN(C(=O)CSc2ccccn2)CC1 (configuration not stated)
  ROC1-CUL1 inh: -3
> CC1CCCCN1C(=O)CSc1nc2ccccc2nc1Cc1ccccc1 (configuration not stated)
  ROC1-CUL1 inh: -9
> Cn1c(COc2ccc3ccccc3c2)nnc1SCC(=O)Nc1cccc2ccccc12
  ROC1-CUL1 inh: 8
> CC1(C)CC(=O)c2c(nc(SCC(N)=O)c(C#N)c2-c2ccccc2)C1
  ROC1-CUL1 inh: 8
> Cc1ccc(Cn2ccnc2SCC(=O)NCc2ccccc2)cc1
  ROC1-CUL1 inh: 1
> COc1ccc(OC)c(NC(=O)CSc2nnc3ccc4ccccc4n23)c1
  ROC1-CUL1 inh: 10
> CSc1nc(N)nc(SCC(=O)c2ccc3c(c2)OCO3)c1C#N
  ROC1-CUL1 inh: 1
> COc1ccc(-n2c(SCC(=O)OC3CCCCC3)nnc2-c2ccccc2)cc1
  ROC1-CUL1 inh: -1

(further entries)
> CCc1ccccc1NC(=O)Cn1cc(S(=O)(=O)N2CCCC2)c(S(=O)(=O)N2CCCC2)c1
  ROC1-CUL1 inh: 3
> Cc1ccc(C)c(CN2C(=O)c3ccccc3Sc3ccc(C(=O)NCCCOC(C)C)cc32)c1
  ROC1-CUL1 inh: 0
> CCN1C(=O)C(=Cc2cc(C)n(-c3sc4c(c3C#N)CCCC4)c2C)C(=O)N(CC)C1=S
  ROC1-CUL1 inh: 14
> CC(NC(=O)c1cccs1)c1ccccc1 (configuration not stated)
  ROC1-CUL1 inh: -7
> Cc1cc(-c2cc3c(cc2I)OCO3)on1
  ROC1-CUL1 inh: 3
> CCC(C)NC(=O)Cc1c2c(n(Cc3ccccc3)c1C)CCCC2=O (configuration not stated)
  ROC1-CUL1 inh: -3
> Nn1c(-c2ccccc2Br)n[nH]c1=S
  ROC1-CUL1 inh: 0
> Cc1ccc(N2CCN(Cc3nnc(-c4ccc5c(c4)OCO5)o3)CC2)c(C)c1
  ROC1-CUL1 inh: 7
> Cc1cc2nn(-c3ccc(F)cc3)nc2cc1NC(=O)c1ccc(OC(C)C)cc1
  ROC1-CUL1 inh: -7
> CC1C(=NS(=O)(=O)c2ccc(N)cc2)C(=O)N(c2ccccc2)N1C (configuration not stated)
  ROC1-CUL1 inh: 0

Assay outcomes: PubChem, Icahn School of Medicine at Mount Sinai

The list is partial; the hit share may differ from the screen's.
